From PubChem BioAssay
SV40 large T antigen = SV40 large T antigen inhibitors, biochemical (AID 1903). hit rate 0.39% among 310,000. SV40 large T antigen ATPase/helicase inhibition assay; higher % means a stronger effect. inhibition, % at 20 µM; hits with a dose series show IC50 in µM; in the data active = a potency from the dose series; inconclusive = inhibition mostly from about 32% at the one dose, without a potency; inactive = the rest, 99 in 100 with inhibition below about 32%; note: strong numbers were not always called active
NTR1 ag = agonists of NTR1, primary screen, imaging, U2OS cells, beta-arrestin-GFP, high content (AID 493036). P30989. hit rate 0.17% among 330,000. NTR1-U2OS beta-arrestin-GFP spot imaging, agonist mode. activation, % at 20 µM;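 active = activation at or above 40% of the spot to cytoplasm intensity ratio, with at least 20 cells analyzed; inconclusive = wells under 20 cells, flagged as cytotoxic or low count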;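 note: 0% = DMSO without peptide and 100% = 100 nM NTR1 peptide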
Target sequence (P30989 whole entry, looked up): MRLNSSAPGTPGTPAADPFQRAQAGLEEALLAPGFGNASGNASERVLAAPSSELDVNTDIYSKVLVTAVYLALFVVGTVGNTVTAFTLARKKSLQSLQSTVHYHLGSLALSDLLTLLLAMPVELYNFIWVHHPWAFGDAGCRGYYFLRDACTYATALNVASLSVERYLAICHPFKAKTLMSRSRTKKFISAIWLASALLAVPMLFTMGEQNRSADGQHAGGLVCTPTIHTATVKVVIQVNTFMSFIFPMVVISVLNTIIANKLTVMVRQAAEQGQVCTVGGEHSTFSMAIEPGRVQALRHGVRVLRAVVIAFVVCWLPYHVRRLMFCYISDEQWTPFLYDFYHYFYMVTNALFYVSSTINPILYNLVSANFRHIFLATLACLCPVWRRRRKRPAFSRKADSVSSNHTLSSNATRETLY
T cell modulator = modulates CD8 T cell binding to vesicles; hit rate 0.068% among 330,000; AID 2052; calls only at 7 µM; 2C CD8+ T cell-vesicle binding, flow cytometry; active compounds read low;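 active = response, share of CD8 T cells binding vesicles, and their 90th percentile fluorescence all below set limits, cut at about 80% in these data, passing the limit was not always enough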
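Assay system: 2C TCR transgenic mouse naive CD8+ T cells, MACS-purified | Read-out: CD8+ gate FL2 mean fluorescence as % of same-row positive control | Signal: High-throughput flow cytometry with anti-B7-1 and anti-CD8 staining | Timing: Binding step 1.5 h, 37 °C, antibody labelling 20 min, ice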
GPR55 activation = GPR55 agonists via beta-arrestin recruitment, primary screen, imaging, U2OS cells, beta-arrestin-GFP redistribution (AID 1961); U2OS GPR55 beta-arrestin-GFP redistribution imaging; higher % means a stronger effect; activation, % at 10 µM; hits with a dose series show EC50 in µM; hit rate 0.048% among 290,000;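 active = activation above 40% with more than 50 cells counted in the well; inconclusive = wells holding fewer than 50 cells, flagged as toxic or sparse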;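 note: U2OS osteosarcoma cells stably expressing GPR55 and beta-arrestin-GFP; plate controls were DMSO negative control for no effect and LPI positive control for full effect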
Lipid droplet = hepatic lipid droplet formation modulation; AML12 mouse hepatocytes, oleate lipid droplets, BODIPY imaging; inhibition, % at 6.5 µM; hit rate 0.4% among 240,000; AID 1656;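 active = lipid droplet intensity inhibited by at least 50%, with more than 500 cells counted; inconclusive = wells with under 300 cells, treated as cytotoxic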
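Assay system: AML12 hepatocytes (mouse) / Also added: 100 µM oleic acid challenge / Times: overnight treatment with compound plus oleate / Detection: high-content imaging of BODIPY-stained droplets and DAPI nuclei / Evaluation: % inhibition of lipid droplet signal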
GPR55 LPI antagonism = inhibition of LPI-stimulated GPR55 beta-arrestin translocation – imaging, U2OS, beta-arrestin-GFP, LPI agonist, primary screen (AID 2013); hit rate 0.13% among 290,000; U2OS GPR55 beta-arrestin-GFP translocation imaging, LPI antagonism; higher % means a stronger effect; inhibition, % at 10 µM, or IC50 in µM where a hit was titrated;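 active = spots per cell inhibited over 60%, with over 100 cells counted and total cytoplasm intensity under 500,000; inconclusive = wells with under 100 cells, flagged as likely toxic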;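 note: U2OS cells stably carrying GPR55 and arrestin-GFP stimulated by 5 µM LPI near EC80; imaged beta-arrestin-GFP aggregate spots per cell after agonist stimulation; plate controls were LPI-stimulated DMSO wells for no effect and DMSO wells without LPI for full effect; some results filed as inactive read as strong as hits; confirmed hits need IC50 under 10 µM and bright autofluorescent wells are also inconclusive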
GPR35 antagonists = inhibition of zaprinast-stimulated GPR35 beta-arrestin translocation – imaging, U2OS, beta-arrestin-GFP, zaprinast agonist, primary screen (AID 2058) | U2OS GPR35 beta-arrestin-GFP translocation imaging, zaprinast antagonism; higher % means a stronger effect | inhibition, % at 10 µM; hits with a dose series show IC50 in µM | hit rate 0.052% among 290,000;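 active = inhibition of at least 50% with at least 30 cells and total cytoplasm GFP at most 10,000,000; inconclusive = under 30 cells or total GFP of 10,000,000 plus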
LYP phosphatase = PTPN22 lymphoid phosphatase activity blockers – biochemical, fluorescence intensity, uHTS (AID 1779); inhibition, % at 11.5 µM; hits with a dose series show IC50 in µM; recombinant LYP phosphatase, fluorescence intensity; higher % means a stronger effect; hit rate 0.054% among 290,000; in the data active = inhibition above about 50%;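 note: plate controls were vehicle with enzyme for no effect and no enzyme for full effect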
Rac1 GTP hydrolysis = MgcRacGAP GTPase-activating activity inhibitors, confirmation, biochemical, ADP Hunter fluorescence; MgcRacGAP-stimulated Rac1 GTP hydrolysis, ADP Hunter fluorescence; higher % means a stronger effect; GST-tagged Rac1 F28L mutant substrate; inhibition, % at 30 µM; hits with a dose series show IC50 in µM; hit rate 0.6% among 340,000; AID 624330;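 active = first-screen hits whose inhibition reached a set limit at any dose in the follow-up dose series; inconclusive = inhibition above the set first-screen limit but never retested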;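 note: fluorescence reports GDP produced by GAP-driven GTP hydrolysis; strong numbers were not always called active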
Lipid droplet cells 6.5 µM = recorded beside Lipid droplet, whose call it bears; cell count; measured here: cell count, cytotoxicity flag;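 cells counted across two imaged fields per well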
T cell modulator vesicle-bound % = second read-out of T cell modulator, no call of its own (marks repeat the call); double positive events, %; measured here: CD8+ vesicle-bound cell fraction;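 binding gate set so that unloaded-vesicle control wells show 10% double positive cells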
NTR1 ag cell count 20 µM = recorded beside NTR1 ag, whose call it bears; cell count; measured here: cell count, cytotoxicity flag
The depositor's hits bear a star; i = inactive; ? = inconclusive; / = not tested or not shown.

Value order: GPR55 LPI antagonism, Rac1 GTP hydrolysis, LYP phosphatase, Lipid droplet, T cell modulator, Lipid droplet cells 6.5 µM, GPR55 activation, NTR1 ag, NTR1 ag cell count 20 µM, SV40 large T antigen, GPR35 antagonists, T cell modulator vesicle-bound %
> C#CCOC(=O)/C(=C/C=C/c1ccccc1)NC(=O)c1ccccc1
    8%, 8%, 0%, 0, i, 673, -0.4%, 0.8, 52, 7%, 12%, 16
> Cc1csc(NC(=S)Nc2cccc(Cl)c2)n1
    -4%, 15%, 4%, -4, i, 594, -0.2%, 11, 72, 19%, -2%, 6
> CC1CCCC(C)N1C(=O)CCN1C(=O)C2C3C=CC(C3)C2C1=O (centres undefined)
    1%, 5%, -10%, -7, i, 756, -0.1%, -0.6, 56, 14%, -8%, 28
> COc1ccc(C2NCCc3c2[nH]c2ccccc32)cc1COc1ccc(F)cc1 (centres undefined)
    21%, 7%, -3%, ?, i, /, -0.4%, 3.7, 80, -4%, -9%, 61
> CC1=CC(=O)C=C(C)C1=NOC(=O)/C=C\c1ccccc1
    5%, 10%, -3%, -9, i, 603, 0.6%, -0.7, 85, 18%, -13%, 64
> CC(=O)Nc1ccc(S(=O)(=O)Nc2ccc(Cl)nn2)cc1
    5%, 5%, 10%, -13, i, 472, -0.3%, 2.6, 54, 3%, 4%, 40
> COc1ccc(NC(=O)c2ocnc2C)cc1OC
    11%, 4%, -4%, /, i, /, 0.0%, -1.3, 68, 3%, 16%, 14
> CC(C)NC(=O)Nc1cccc(Cl)c1
    0%, 2%, -7%, -9, i, 694, 0.4%, 1.4, 65, 1%, -6%, 53
> COc1ccc(Cc2nc(-c3cccs3)no2)cc1OC
    2%, 8%, -5%, /, i, /, -0.2%, -2.0, 86, 3%, 5%, 36
> CC[N+](CC)(CC)C/C(N)=N/O
    0%, 12%, -10%, /, i, /, -0.1%, -2.3, 59, 3%, 16%, 31
> CCN1CCCC1CN(Cc1cc2ccc(C)cc2[nH]c1=O)C(=S)Nc1cccc(OC)c1 (centres undefined)
    3%, 7%, 0%, -3, i, 669, -0.2%, 4.1, 36, 21%, 3%, 43
> O=S(=O)(Nc1ccc(O)c(Sc2nc3ccccc3s2)c1)c1ccc(Cl)cc1
    25%, 3%, -3%, /, i, /, -0.3%, 3.5, 40, 14%, 7%, 33
> Cc1ccc(N=Nc2c(C)[nH]n(C(N)=S)c2=O)cc1C
    9%, 7%, 0%, 1, i, 711, 0.3%, 2.0, 86, 24%, 6%, 69
> O=C(Nc1cccc2cccnc12)c1cccnc1
    8%, 8%, -5%, 8, i, 810, -0.2%, 0.6, 70, -37%, -3%, 57
> O=c1c2cc(F)ccc2[nH]c(=S)n1Cc1ccc(F)cc1
    13%, 3%, -3%, 14, i, 873, 0.0%, 8.5, 91, 4%, -8%, 27
> O=C(O)c1csc(Cc2ccccc2)n1
    4%, 5%, 1%, 11, i, 719, -0.7%, -1.6, 40, 23%, -2%, 57
> CC(=O)Nc1ccc(CC#N)cc1
    14%, -1%, -6%, 6, i, 749, 0.0%, 0.2, 54, 5%, -12%, 26
> COC(=O)c1sccc1NC(=O)CSc1nnnn1-c1ccccc1F
    -8%, 9%, 7%, -12, i, 689, -0.4%, 6.9, 60, -8%, -9%, 27
> COc1ccc(OC)c(S(=O)(=O)NCCO)c1
    7%, 13%, -3%, -9, i, 678, 0.1%, 0.1, 79, 1%, -5%, 33
> CC12CC3CC(C)(C1)CC(C(=O)Nc1nn[nH]n1)(C3)C2
    4%, 3%, -1%, /, i, /, 0.2%, 1.7, 43, 15%, 7%, 21
> O=C(Cc1ccccc1[N+](=O)[O-])OCc1cccc([N+](=O)[O-])c1
    -8%, /, -3%, 0, i, 840, 0.3%, 1.3, 50, 1%, -3%, 18
> O=C(CCCCCn1nnc2ccccc2c1=O)Nc1ccccc1Cl
    2%, 7%, -5%, -4, i, 838, -0.1%, -0.2, 52, -2%, 9%, 47
> CC(=O)N1CCCc2cc(S(=O)(=O)NCCC3=CCCCC3)ccc21
    -18%, 7%, 3%, -21, i, 663, 0.2%, -0.6, 80, 1%, -10%, 55
> CC(C)n1cnc2c(Nc3cccc(Cl)c3)nc(N(CCO)CCCO)nc21
    10%, 10%, -3%, /, i, /, -0.2%, -4.9, 83, 9%, 14%, 21
> O=C1C2C3C=CC(CNS(=O)(=O)c4ccccc4)(O3)C2C(=O)N1c1ccc(Cl)cc1 (centres undefined)
    -1%, 7%, -2%, 13, i, 637, -0.1%, 5.8, 59, 10%, 9%, 16
> CC(C)C(=O)NC(NC1CCS(=O)(=O)C1)C(Cl)(Cl)Cl (centres undefined)
    -7%, 4%, -7%, 6, i, 655, -0.1%, -0.1, 53, 2%, -9%, 8
> O=S1(=O)N=C(N2CCCc3ccccc32)c2ccccc21
    -1%, 1%, -6%, /, i, /, -0.1%, 0.8, 46, 3%, -9%, 21
> O=C(NC1CC1)c1sccc1-n1cccc1
    -2%, 7%, -5%, -2, i, 757, -0.1%, -1.6, 54, -6%, -12%, 14
> CC(NC(=O)c1cc(S(=O)(=O)N(C)C)ccc1Cl)C1CC2CCC1C2 (centres undefined)
    0%, 0%, 0%, -7, i, 784, -0.2%, -0.5, 47, 6%, -8%, 7
> CC(C)c1nc(CNC(=O)C2CCC(=O)N(CCc3ccc(Cl)cc3)C2)no1 (centres undefined)
    -1%, 4%, -5%, 0, i, 817, -0.1%, -0.6, 59, 16%, -4%, 7
> O=C(Cc1ccc(-n2c(=O)c3sccc3n(CC(=O)Nc3ccccc3F)c2=O)cc1)NCc1ccco1
    17%, 12%, -6%, 3, i, 675, 0.1%, -1.2, 59, 9%, -4%, 44
> CCN(CC)CCC#CC(O)(c1ccccc1)C1CCCCC1 (centres undefined)
    1%, -2%, -2%, 8, i, 683, 0.2%, -0.8, 53, 7%, -6%, 40
> Cn1c(=O)cc(SCC(=O)N2CCN(c3ccccn3)CC2)c2ccccc21
    4%, 13%, 2%, /, i, /, 0.0%, -1.7, 77, 19%, 5%, 8
> Cc1cc(C)c(C)c(S(=O)(=O)Nc2ccc(OCC(=O)O)cc2)c1C
    0%, -4%, 0%, /, i, /, -0.1%, 1.5, 51, 2%, -2%, 26
> Fc1cccc(Cl)c1Cn1nnc2c(-n3ccnc3)ncnc21
    1%, 5%, -10%, -16, i, 765, -0.2%, 3.3, 51, 21%, -18%, 4
> O=C1CN(C(=O)COC(=O)c2ccccc2NCc2ccco2)c2ccccc2N1
    -14%, 10%, -11%, -3, i, 764, -0.1%, 1.9, 83, 8%, 3%, 30
> O/N=C(/c1ccc(F)cc1)C1CC1c1c(F)cccc1Cl (centres undefined)
    9%, 8%, 2%, /, i, /, -0.1%, 4.2, 80, 11%, -4%, 31
> CC(/C=N/n1c(-c2ccncc2)n[nH]c1=S)=C\c1ccco1
    -8%, /, -3%, -24, i, 637, -0.2%, 0.3, 46, 45µM*, 6%, 15
> N#Cc1c(SCC(=O)Nc2nncs2)sc2c(O)cc(=O)[nH]c12
    6%, 23%, -1%, -6, i, 759, 0.1%, -1.1, 63, 52%, -12%, 7
> COC(=O)Cc1c(OC)ccn(CCc2c[nH]c3ccccc23)c1=O
    16%, 8%, -5%, 2, i, 708, 0.0%, -0.9, 69, 9%, -3%, 8
> O=C(NCCc1nnc2ccccn12)c1cccs1
    11%, 10%, -14%, -10, i, 675, -0.2%, -0.3, 64, 8%, 6%, 22
> CN1CCO/C1=C(\C(Cl)=C(Cl)Cl)[N+](=O)[O-]
    6%, 5%, 2%, 6, i, 674, 1.0%, 1.0, 37, 0%, 11%, 53
> Cc1ccc(C)c(NC(=O)CSc2nc3[nH]ncc3c(=O)[nH]2)c1
    1%, 0%, -6%, -16, i, 559, 0.9%, 1.4, 72, -2%, 9%, 53
> Cc1ccc2nc(-c3ccc(NS(=O)(=O)c4ccc(F)cc4)cc3)sc2c1
    7%, 8%, 4%, -16, i, 551, 0.6%, 8.2, 83, 9%, /, 55
> CCOC(=O)c1ccc(NC(=S)NC(=O)c2nn(CC)cc2Br)cc1
    7%, 4%, 2%, -9, i, 652, 2.3%, 2.9, 76, 10%, -1%, 42
> COc1ccc(Oc2nc(-c3ccccc3)ncc2S(=O)(=O)c2ccccc2)cc1
    -20%, -2%, -5%, -1, i, 611, -0.1%, 2.8, 44, 1%, 3%, 30
> CCOc1cc(C(=O)Nc2nnc(CC)s2)ccc1OCC(=O)N1CCOCC1
    -4%, 14%, -2%, /, i, /, -0.1%, -0.4, 70, -2%, 14%, 56
> O=c1cc(CSc2nnc(NC3CCCCC3)s2)nc2sccn12
    8%, 7%, -5%, 0, i, 720, -0.3%, 1.7, 33, 2%, -13%, 59
> Cc1oc2cc(Br)c(O)c(Br)c2c1-c1ccccc1
    -2%, 17%, -8%, 2, i, 707, -0.1%, /, /, 19%, -10%, 38
> O=C(O)c1cc(-c2ccc(/C=C3\NC(=O)N(c4ccc(Cl)cc4)C3=O)o2)ccc1Cl
    11%, 28%, -3%, 1, i, 680, 0.5%, 2.1, 50, 31%, -14%, 22
